FID counter: displaces DNA intercalator in HCV helicase counter-screen. inhibition, % at 7.9 µM. actives 0.17% (n = 290,000). DNA fluorescent intercalator displacement, fluorescence; in the data active = inhibition above about 37%;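 also: 0% = vehicle and 100% = reference compound; higher means more ethidium bromide displaced from hairpin DNA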
NS3 helicase inh: inhibitors of Hepatitis C virus NS3 helicase; NS3 helicase DNA unwinding, Cy5 molecular beacon fluorescence; inhibition, % at 10.9 µM; actives 0.56% (n = 290,000);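 active = inhibition above the mean of all tested compounds plus 3 SD, set per campaign, cut at about 35% in these data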;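 also: 0% = DMSO wells and 100% = thioflavine S control wells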
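Test system: hepatitis C virus NS3 helicase domain fragment enzyme. Also added: annealed dual-labelled DNA beacon duplex, ATP-started. Timing: 60 min unwinding reaction at 25 °C after ATP addition. Technique: Cy5 fluorescence. Measure: % inhibition of unwinding.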
MEKK3 PB1 HTS: raises or lowers MEK5 binding to the human MEKK3 PB1 domain; Q99759; bead-based flow cytometry, Alexa488-MEK5 binding to MEKK3; actives lie on both sides; 0 = blocked by unlabeled MEK5, 100 = vehicle; binding response (% of control), % at 10 µM; actives 1.4% (n = 290,000);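 active = binding response more than 3 SD above or below the average of its plate-row segment, actives on both sides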;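 also: Alexa488 bead fluorescence after subtracting the streptavidin-only scavenger bead signal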
Target sequence (Q99759 whole entry, looked up, the tested form may be a part): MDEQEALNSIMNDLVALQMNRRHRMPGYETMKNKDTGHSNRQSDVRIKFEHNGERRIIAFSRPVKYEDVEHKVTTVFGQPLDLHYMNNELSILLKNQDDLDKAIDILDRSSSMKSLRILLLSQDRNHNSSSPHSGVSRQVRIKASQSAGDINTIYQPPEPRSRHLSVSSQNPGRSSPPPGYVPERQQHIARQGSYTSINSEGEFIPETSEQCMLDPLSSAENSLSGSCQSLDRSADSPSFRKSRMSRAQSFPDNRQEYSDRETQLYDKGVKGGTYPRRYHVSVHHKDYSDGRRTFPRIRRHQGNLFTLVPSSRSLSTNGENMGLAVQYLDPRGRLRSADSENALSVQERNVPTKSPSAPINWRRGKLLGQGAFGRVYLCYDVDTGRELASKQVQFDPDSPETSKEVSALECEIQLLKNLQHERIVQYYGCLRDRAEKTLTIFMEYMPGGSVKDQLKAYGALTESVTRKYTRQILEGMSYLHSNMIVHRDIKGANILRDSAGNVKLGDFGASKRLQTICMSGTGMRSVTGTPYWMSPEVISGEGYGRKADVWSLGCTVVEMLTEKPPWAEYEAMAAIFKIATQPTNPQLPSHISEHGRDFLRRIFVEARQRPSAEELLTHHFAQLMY
GalR3 antag: antagonists of human GalR3. O60755. HEK293 GalR3-CNG cAMP membrane potential fluorescence; galR3 body fused to GalR1 C-terminus. inhibition, % at 3 µM. actives 0.44% (n = 360,000). AID 651719;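 active = inhibition above the screen-wide average plus 3 SD, cut at about 13% in these data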;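 also: forskolin and galanin both at EC90 stimulate the cells; cAMP rise reported by CNG channel membrane potential dye signal; 0% = forskolin plus galanin with DMSO and 100% = forskolin alone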
Target sequence (O60755 1-299 limits assumed): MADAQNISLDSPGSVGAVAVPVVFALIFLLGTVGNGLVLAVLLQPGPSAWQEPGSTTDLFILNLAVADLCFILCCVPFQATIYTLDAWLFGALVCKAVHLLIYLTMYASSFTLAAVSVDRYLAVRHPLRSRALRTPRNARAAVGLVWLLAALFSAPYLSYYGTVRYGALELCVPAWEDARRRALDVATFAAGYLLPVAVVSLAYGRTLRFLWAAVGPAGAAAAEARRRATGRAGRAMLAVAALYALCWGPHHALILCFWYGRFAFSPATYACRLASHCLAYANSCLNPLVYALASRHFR
MEKK2mut PB1 HTS: signal of MEK5 binding to mutant human MEKK2 PB1 domain; bead flow cytometry, Alexa488-MEK5 binding to MEKK2 mutant; percent response, % at 10 µM; actives 0.35% (n = 290,000); in the data active = percent response above about 24%, passing the limit was not always enough; also: inactives centre near 1; some results filed as inactive read as strong as hits; reference of the scale not given here
CRFBP-R2 agonist: agonists of human CRF-binding protein/CRF-R2 receptor complex. AID 588473. actives 0.46% (n = 350,000). activation, % at 13.2 µM. HEK293 CRF-R2/CRF-BP, calcium dye fluorescence (FLIPR); percent of saturating CRF peptide response;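 active = activation of at least 50%, plus an integration ratio under a set limit after plate pattern correction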;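 also: plate controls were neutral control wells without compound for no effect and CRF at EC100 for full effect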
UBC9 SUMO inh: SUMOylation inhibition; actives 0.36% (n = 290,000); HTRF SUMOylation assay, SAE1/SAE2 + UBC9, in vitro; inhibition, % at 35 µM; in the data active = inhibition above about 50%, passing the limit was not always enough; also: strong numbers were not always called active
CRFR2-BP antag: CRF-BP/CRF-R2 complex antagonism; HEK293 CRF-R2/CRF-BP, CRF-induced calcium fluorescence; inhibition, % at 11.8 µM; actives 0.59% (n = 350,000); AID 588475;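 active = inhibition of the ligand-induced calcium signal above about 50% at the single tested concentration, limit read from the data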
MEKK2 WT-MEK5: raises or lowers MEK5 binding to wildtype human MEKK2 PB1 domain. Q9Y2U5. bead flow cytometry, Alexa488-MEK5 binding to MEKK2 WT; actives lie on both sides. binding response (% of control), % at 10 µM. actives 1.1% (n = 290,000). AID 1531; in the data active = binding response below about 67% or above about 130%
* = called active by the depositor; / = not tested or not shown.

SMILES	FID counter	NS3 helicase inh	MEKK3 PB1 HTS	GalR3 antag	MEKK2mut PB1 HTS	CRFBP-R2 agonist	UBC9 SUMO inh	CRFR2-BP antag	MEKK2 WT-MEK5
CCc1cccc(CC)c1NC(=S)Nc1ccc2cn[nH]c2c1	-6	-7	110	-5	-2	-4.7	-7	-4	106
O=C(Nc1cccc2nsnc12)C1CC(=O)N(c2ccccc2)C1 (centres undefined)	-11	-1	106	0	12	0.4	36	-2	104
CCCN(CCC)CCCNC(=O)c1cc2c(=O)[nH]c3ccccc3c2s1	13	1	107	-10	10	-1.5	17	-7	113
Cc1ccc2c(c1)-c1c(cnn1CC(=O)NC(C)CCc1ccco1)CO2 (centres undefined)	-23	6	109	/	10	-2.6	-1	36	111
O=C(C1CC(=O)N(c2ccccc2)C1)N1CCN(c2ccc(F)cc2)CC1 (centres undefined)	-44	21	101	-5	-2	-3.1	7	12	98
Cn1c(N2CCN(S(=O)(=O)c3ccc(Cl)cc3)CC2)nc2ccccc21	-5	-9	104	-6	-12	-2.5	-2	-6	88
O=C(C1CCC(Cn2c(=O)[nH]c3ccccc3c2=O)CC1)N1CCN(c2ccccc2)CC1 (centres undefined)	-31	-2	111	1	-4	-1.5	-14	0	101
CCC(=O)NC(=S)NNC(=O)c1ccc(O)cc1	-4	-4	102	-3	1	3.8	-2	-2	102
Cc1ccc(NC(=O)C2C3CC4OC(=O)C2C4C3)cc1Cl (centres undefined)	-3	3	102	-2	3	-0.7	13	-2	102
Cc1ccc(CN2CC(C(=O)Nc3ccc(S(=O)(=O)Nc4cc(C)nc(C)n4)cc3)CC2=O)cc1 (centres undefined)	-16	3	102	1	5	-1.9	18	6	108
CCCC(O)(c1ccc(OC)cc1)C(CN1CCOCC1)c1ccc(Cl)cc1 (centres undefined)	-17	-11	99	-14	6	-1.9	-20	-35	99
C/C(=N\NS(C)(=O)=O)c1ccccc1	4	-5	94	-6	0	0.2	-2	6	99
COc1ccc(C(=O)O/N=C(\N)c2ccccn2)c(OC)c1	-9	0	99	-1	0	-0.9	-4	-8	100
Cc1cc(S(=O)(=O)N2CCN(c3ccccn3)CC2)c(C)cc1Cl	-28	-3	97	-2	1	4.0	-11	-8	98
CCn1ccnc1CN1CCCC(CO)(Cc2cccc(OC)c2)C1 (centres undefined)	3	2	/	-4	/	-4.8	24	10	/
Cc1cc(N2CCOCC2)nc2ccccc12	-1	0	93	-2	6	0.2	16	9	100
NC1=NC(=O)C2(COC(c3ccccc3Cl)OC2)S1 (centres undefined)	2	-7	94	-2	3	-0.7	10	-1	101
COc1cccc(N(C(=O)c2nc3nccc(C)n3n2)c2nc3ccccc3s2)c1	4	-16	101	-5	7	0.2	-17	-14	101
Cc1oc2cc([N+](=O)[O-])c(O)c([N+](=O)[O-])c2c1C(=O)c1ccc(Cl)cc1	-26	-2	95	3	-2	-2.1	29	38	88
COc1ccc(C(=O)/C=C/C(=O)N(CC(=O)NCCC(C)C)Cc2cccs2)c(O)c1	-15	5	97	-7	-4	-4.0	1	-22	96
O=C(NNC(=O)C1CCN(c2ncccn2)CC1)c1ccncc1	-2	-1	93	-4	-4	-0.4	3	3	99
Cc1cc(=O)[nH]c2n[nH]c(-c3ccccc3)c12	-1	6	96	-1	2	0.6	16	1	98
COc1cc(C(=O)OCC(=O)Nc2cc(C)on2)cc(OC)c1OC	0	-3	105	-6	5	-0.5	-8	10	107
CC(c1ccco1)N(C(=O)c1ccccc1NS(=O)(=O)c1ccc(Cl)cc1)c1ccccn1 (centres undefined)	-12	16	95	-3	9	-4.1	-2	6	105
O=C(c1cccs1)c1no[n+]([O-])c1C(=O)c1cccs1	3	11	109	/	3	7.1	41	-49	106
Cc1ccc(OCC(O)CN2CCc3ccccc3C2)c(C)c1 (centres undefined)	6	-24	103	-4	4	-0.9	-8	11	114
CN1CCN(NC(=O)C2CC2)CC1	5	10	142*	-13	0	1.4	-8	14	104
COc1ccc(C(=O)NCCc2cn3ccc(C)cc3n2)cc1	5	5	105	/	4	0.3	12	-14	107
Cc1cc(C)nc(SCc2nnc(SCC(=O)Nc3ncc(C)s3)n2Cc2ccco2)n1	-35	-9	98	-1	-5	-0.3	16	-14	94
NC(=O)c1sc2nc(N3CCOCC3)c3c(c2c1N)CCCC3	-25	8	101	7	6	-0.4	27	-19	102
COc1ccccc1/C=C1\SC(=O)N(CCC(=O)N2CCCCC2CCO)C1=O (centres undefined)	-50	-10	100	4	0	-0.4	-1	-9	98
Cc1cccnc1Nc1nc(-c2ccc(O)cc2O)cs1	11	10	102	2	1	-1.0	-7	-5	99
Cc1ccc(C(C(=O)NC2CCCC2)N(C(=O)Cc2cccs2)c2cccc(C)c2C)o1 (centres undefined)	-12	6	85	-3	-7	17	9	-15	88
Cn1c(=O)c2cc(S(=O)(=O)NCCC(=O)NCCC3=CCCCC3)ccc2n(C)c1=O	-19	1	104	/	11	-4.1	19	-24	110
COc1ccc(Cl)cc1NC(=O)CN(C)C(=O)CNC(=O)C12CC3CC(CC(C3)C1)C2	-24	6	98	-3	0	-0.7	-19	11	98
CCc1ccc2c(CC(=O)Nc3nnc(C4CC4)s3)coc2c1	-11	1	89	0	-6	-1.4	7	15	96
CCOc1cc(/C=N/NC(N)=S)cc(Br)c1OCc1ccccc1C	-30	4	103	/	-2	-0.7	16	-38	100
O=C(N/N=C\c1cc2c(cc1Cl)OCO2)c1ccc(Br)s1	-8	10	100	2	5	0.8	16	8	103
COc1ccc(OCc2nn3c(-c4cccc(OC)c4)nnc3s2)cc1	-2	-2	99	0	6	0.7	-1	-21	103
O=C(Nc1ccccc1Cl)N1CCN(c2ncccn2)CC1	-1	1	94	-1	-3	-1.4	12	-3	100
COc1ccc(C(NC(=O)c2ccco2)c2ccc(OC)c(OC)c2)cc1 (centres undefined)	-19	5	100	-3	3	2.5	9	-17	101
O=C(NN1C(=O)C2C3C=CC(C3)C2C1=O)C(O)c1ccccc1 (centres undefined)	-2	2	92	1	-2	-1.3	-15	-12	90
COc1ccccc1N1CCN(C(=O)c2ccc(CS(=O)(=O)c3ccccc3OC)o2)CC1	-31	0	103	-5	0	-0.2	10	-39	102
O=C(CSC(=S)N1CCN(c2ccccc2)CC1)Nc1nc(-c2ccccc2)c(-c2ccccc2)o1	-3	4	101	-2	-2	-1.4	11	4	95
C[C@@H]1CCC[C@]2(O[C@@H](CCO)C[C@@H](O)[C@@H]2O)O1	/	/	101	-2	-3	-1.7	/	7	100
Nn1c(SC/C=C/c2ccccc2)nnc1-c1ccco1	-7	-3	/	-11	/	-3.5	9	-4	/
O=C(NC(Cc1c[nH]c2ccccc12)c1nnc2n1CCCCC2)c1ccc(Cl)cc1 (centres undefined)	-28	-5	106	-5	3	-0.2	12	-13	102
O=c1[nH]c(-[n+]2ccccc2)c(/C=N/N=C(\[O-])c2ccccc2)s1	-2	9	90	-3	-3	-1.0	7	0	93
COc1ccccc1NC(=O)Cn1c(CCC(=O)O)ccc1-c1ccccc1	-18	6	87	5	-12	0.6	5	3	80
CCOc1ccc(/C=N/NC(=O)C2(O)c3ccccc3-c3ccccc32)cc1	-10	-5	96	-4	-1	3.3	-1	-34	100
CCOC(=O)N1CCN(C(=O)Nc2cccc(Cl)c2)CC1	-3	4	95	-5	4	2.9	15	-19	98
Cc1ccc(-n2nc3c(=S)[nH]nc(C)c3c2C)cc1	-4	8	/	-1	/	-0.5	5	30	/
Cc1ccc(NC(=O)C2CC=CCC2C(=O)N2CCCCC2)cc1 (centres undefined)	-9	2	97	-2	-2	0.8	-6	3	95
CCOC(=O)CSc1nc2ccccc2n1CC(=O)N(C(C)C)C(C)C	-11	0	103	/	8	-2.5	11	-22	105
CS(=O)(=O)CCC(C(=O)OCc1ccc(Cl)cc1)N1C(=O)c2ccccc2C1=O (centres undefined)	-25	7	96	6	-2	-0.1	-2	-11	98
COC(=O)c1c(N)sc2c1CCN(c1ncc(C(F)(F)F)cc1Cl)C2	-19	7	103	0	-1	1.8	-3	-17	101
O=C(N/N=C/c1ccccc1[N+](=O)[O-])c1cccs1	-2	-2	93	-4	-9	-1.1	14	-6	101
COc1cc(Br)cc(-c2nc3c(c(=O)[nH]c(=O)n3Cc3ccccc3)n2C)c1O	-12	-4	97	-2	-3	1.2	-11	-10	95
O=C(Nc1nnc(S(=O)(=O)N2CCOCC2)s1)c1ccccc1	-7	16	103	/	5	5.2	2	-22	106
COC(=O)c1ccc(CC(=O)c2c(C)cc(O)cc2O)o1	-15	35	98	-3	-3	-1.6	31	-6	94

Following part.
SMILES	FID counter	NS3 helicase inh	MEKK3 PB1 HTS	GalR3 antag	MEKK2mut PB1 HTS	CRFBP-R2 agonist	UBC9 SUMO inh	CRFR2-BP antag	MEKK2 WT-MEK5
C=C(C)CN1CCN(c2c(CCC#N)c(C)c(C#N)c3nc4ccccc4n23)CC1	-3	4	97	1	5	2.0	15	9	100
CCOc1ccccc1-n1c(N)c(C(N)=O)sc1=S	5	7	96	-1	-2	-0.3	14	-6	95
Cc1ccc([N+](=O)[O-])cc1Nc1nc(N2CCCC2)nc(N2CCCC2)n1	6	-28	106	-10	3	-3.2	4	-1	104
Cc1ccc(COc2coc(CO)cc2=O)cc1	0	-2	87	4	-12	0.1	5	-22	90
O=C(NCc1ccc(F)cc1)c1noc2c1CCCC2	-11	19	106	/	5	-1.7	12	-9	107
Cc1ccc(NC(=S)Nc2nc(CC(=O)Nc3ccccc3)cs2)cc1	-2	0	93	-4	-4	0.5	-7	10	87
COc1ccc(NC(=O)CCC(=O)Nc2cc(OC)c(NC(=O)c3ccco3)cc2OC)c(OC)c1	-36	8	101	-7	-4	-1.4	-1	7	96
Cn1c(SCC(=O)c2ccc(F)cc2)nnc1-c1ccccc1N	-15	11	68	-2	-15	1.4	-9	-5	76
O=C(c1noc2c1CCc1ccccc1-2)N1CCOCC1	-5	0	102	-7	0	-0.9	-6	8	103
CC(C)(C)NC(=O)NCc1cccnc1	2	5	101	2	-2	-0.7	21	8	103
CC(=O)Nc1ccc2c(c1)nc(CCN1CCC(C)CC1)n2C	-3	1	102	-6	3	-1.2	3	26	99

Complete entries from above. Values in the order: FID counter | NS3 helicase inh | MEKK3 PB1 HTS | GalR3 antag | MEKK2mut PB1 HTS | CRFBP-R2 agonist | UBC9 SUMO inh | CRFR2-BP antag | MEKK2 WT-MEK5
Cc1ccc(OCC(O)CN2CCc3ccccc3C2)c(C)c1 (centres undefined) is listed as 6 | -24 | 103 | -4 | 4 | -0.9 | -8 | 11 | 114
NC1=NC(=O)C2(COC(c3ccccc3Cl)OC2)S1 (centres undefined) is listed as 2 | -7 | 94 | -2 | 3 | -0.7 | 10 | -1 | 101

4 compounds already listed, sorted by the number in MEKK2mut PB1 HTS, low to high:
Molecule,MEKK2mut PB1 HTS
Cc1ccc(COc2coc(CO)cc2=O)cc1,-12
Cc1ccc(NC(=S)Nc2nc(CC(=O)Nc3ccccc3)cs2)cc1,-4
CC(C)(C)NC(=O)NCc1cccnc1,-2
O=C(NCc1ccc(F)cc1)c1noc2c1CCCC2,5

High-throughput results as filed in PubChem BioAssay.

These rows are one share of the data, so the mix of outcomes need not match the whole.
